SV40 large T antigen – SV40 large T antigen inhibitors, biochemical (AID 1903). SV40 large T antigen ATPase/helicase inhibition assay; higher % means a stronger effect. inhibition, % at 20 µM; hits with a dose series show IC50 in µM. 310,000 compounds, 0.39% hits; in the data active means a potency from the dose series; inconclusive means inhibition mostly from about 32% at the one dose, without a potency; inactive means the rest, 99 in 100 with inhibition below about 32%; further: strong numbers were not always called active
Dengue-2 NS5 capping – Dengue-2 NS5 methyltransferase inhibitors, primary screen, biochemical, confirmation dose response (AID 588689) | Dengue-2 NS5 methyltransferase capping enzyme assay, biochemical; higher % means a stronger effect | Genome polyprotein (Dengue virus type 2 (strain 16681-PDK53)) | inhibition, % at 25 µM, or IC50 in µM where a hit was titrated | 340,000 compounds, 0.3% hits; in the data active means a potency from the dose series; inconclusive means inhibition above about 29% without an active follow-up result
RSV antiviral HEp-2 – RSV antiviral activity via CPE protection, HEp-2 cells, primary 10 µM value included (AID 2391) | HEp-2 cells, RSV-induced CPE inhibition; higher % means a stronger effect | CPE inhibition, % at 10 µM, or IC50 in µM where a hit was titrated | 310,000 compounds, 0.13% hits; in the data active means a potency from the dose series; inconclusive means CPE inhibition mostly from about 23% at the one dose, without a potency; inactive means the rest, 99 in 100 with CPE inhibition below about 21%; further: strong numbers were not always called active
Rac1 GTP hydrolysis – MgcRacGAP GTPase-activating activity inhibitors, confirmation, biochemical, ADP Hunter fluorescence. 340,000 compounds, 0.6% hits. Rac GTPase-activating protein 1 (Homo sapiens). MgcRacGAP-stimulated Rac1 GTP hydrolysis, ADP Hunter fluorescence; higher % means a stronger effect; GST-tagged Rac1 F28L mutant substrate. inhibition, % at 30 µM; hits with a dose series show IC50 in µM;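 active means first-screen hits whose inhibition reached a set limit at any dose in the follow-up dose series; inconclusive means inhibition above the set first-screen limit but never retested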;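 further: fluorescence reports GDP produced by GAP-driven GTP hydrolysis; strong numbers were not always called active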
LYP inhibition – inhibitors of LYP phosphatase, biochemical, fluorescence intensity, uHTS (AID 1779) | inhibition, % at 11.5 µM; hits with a dose series show IC50 in µM | 290,000 compounds, 0.054% hits | Tyrosine-protein phosphatase non-receptor type 22 (Homo sapiens) | recombinant LYP phosphatase, fluorescence intensity; higher % means a stronger effect; in the data active means inhibition above about 50%;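 further: plate controls were vehicle with enzyme for no effect and no enzyme for full effect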
AID2073 – inhibitors of Mint1-CaV2.2 protein interaction, biochemical, HTRF (AID 2073). Voltage-dependent N-type calcium channel subunit alpha-1B (Homo sapiens). HTRF protein-protein interaction, Mint1-CaV2.2; higher % means a stronger effect. inhibition, % at 20 µM; hits with a dose series show IC50 in µM. 290,000 compounds, 0.19% hits; in the data active means inhibition mostly above about 51%, no sharp cut-off; inconclusive means no clear call, values can overlap the other calls; inactive means mostly below about 53%; further: some results filed as inactive read as strong as hits
SIAH1 antagonists – Siah-1 peptide-binding antagonists, primary screen, biochemical, fluorescence polarization, rhodamine-plectin, uHTS (AID 1817) | Siah-1 / rhodamine-plectin peptide fluorescence polarization; higher % means a stronger effect | displacement, % at 20 µM; hits with a dose series show IC50 in µM | 290,000 compounds, 0.02% hits;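 active means displacement of at least 50% at 20 µM, with a fluorescence ratio check between 0.3 and a set limit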;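 further: plate controls were Siah plus tracer with DMSO for no effect and tracer alone without Siah for full effect; strong numbers were not always called active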
XIAP antagonists – XIAP antagonists, biochemical, IAP family, fluorescence polarization (AID 1018); one-dose displacement, % at 20 µM; IC50 in µM for titrated hits; E3 ubiquitin-protein ligase XIAP (Homo sapiens); XIAP BIR domain, fluorescence polarization peptide displacement; higher % means a stronger effect; 200,000 compounds, 0.007% hits; in the data active means displacement above about 50%; further: a part of the inactive calls stands beside numbers as strong as those of hits
HIV fusion peptide – inhibitors of HIV fusion peptide binding, primary screen, biochemical, uHTS, fluorescence dequenching (AID 1986) | inhibition, % at 20 µM; hits with a dose series show IC50 in µM | cell-free peptide binding, fluorescence dequenching, 30 min; higher % means a stronger effect | 290,000 compounds, 0.3% hits; in the data active means inhibition mostly above about 52%, no sharp cut-off; inactive means mostly below about 76%; further: some results filed as inactive read as strong as hits
Dengue-2 NS5 capping pilot replicate – also measured in Dengue-2 NS5 capping; calls as there; inhibition, %; measured here: pilot screen replicate inhibition
* hit, by the source's call; ? = inconclusive; / = no result given.

SMILES	SV40 large T antigen	Dengue-2 NS5 capping	RSV antiviral HEp-2	Rac1 GTP hydrolysis	LYP inhibition	AID2073	SIAH1 antagonists	XIAP antagonists	HIV fusion peptide	others
Cn1c2ccccc2c(=O)c2ccc(-c3ccc4c(c3)OCO4)cc21	1%	1%	5.4%	3%	-1%	23%	3%	/	-1.6%
O=C(CN1C(=O)NC2(CCCC2)C1=O)OCc1c(F)cccc1Cl	8%	-4%	0.6%	4%	/	/	/	/	/
COCCOC(=O)c1c(C)oc2cc(Br)c(OCC(N)=O)cc12	6%	-1%	4.1%	5%	-2%	0%	-4%	-0.3%	0.7%
O=C(Nc1ccc(CN2CCOCC2)cc1)c1ccc(-c2ccc(Cl)cc2Cl)o1	11%	-10%	11%	-3%	-5%	13%	1%	-6.8%	0.1%
Cc1nc(N)ncc1Sc1ccccc1	5%	0%	2.6%	5%	4%	16%	2%	/	-1.0%
O=C(NCc1cccc(Cl)c1)c1ccc2c(c1)OCCO2	6%	-9%	-0.4%	6%	-3%	-5%	2%	/	0.4%
O=C(C[n+]1ccccc1)N/N=C/c1c(F)cccc1Cl	15%	-6%	0.3%	5%	-7%	-5%	-2%	/	-0.2%
Fc1ccc(/C=C2\CCCC3=C2NC(=S)NC3c2ccc(F)cc2)cc1 (configuration not stated)	7%	/	/	/	-3%	-11%	1%	-12%	6.2%
CS(=O)(=O)N1CCC(C(=O)Nc2ccc(C(F)(F)F)cc2)CC1	9%	-4%	-0.8%	5%	-7%	16%	14%	-3.3%	3.8%
CC(C)Oc1ccc(C(=O)NC2CCCCC2)cc1	10%	-6%	2.0%	2%	-7%	2%	2%	-3.8%	1.5%
COc1ccc(C(=O)N2CCC(C(=O)Nc3ccc4c(c3)OCCO4)CC2)cc1	7%	-7%	0.3%	8%	-8%	-8%	-1%	-0.8%	1.6%
COc1c2c(nc3occc13)C(CC=C(C)C)(OC)C(O)CC2 (configuration not stated)	0%	1%	1.3%	4%	-3%	9%	-3%	-2.1%	1.3%
Cc1ccc(NC(=O)c2cc(S(=O)(=O)N3CCCCC3)c[nH]2)cc1C	/	3%	1.8%	17%	-4%	19%	0%	/	1.1%
Cn1cccc1C(=O)c1ccc(Cl)cc1Cl	3%	-6%	1.7%	5%	-10%	-1%	-2%	-1.1%	0.8%
CCOC(=O)c1[nH]c2ccc(OC)cc2c1NC(=S)N1CCN(c2ccccc2)CC1	2%	-5%	2.1%	16%	-4%	-9%	-2%	-4.4%	17%
CCN=c1scc(-c2ccco2)n1/N=C/c1ccc(O)cc1	11%	5%	?	14%	-1%	-16%	7%	-2.7%	0.4%
Cn1c(Oc2ccc(Cl)cc2)c(C=O)c2ccccc21	-2%	-2%	11%	0%	1%	6%	0%	-3.8%	1.6%
CCOc1c(O)ccc(C2NC(=O)NC(C)=C2C(=O)OC)c1[N+](=O)[O-] (configuration not stated)	23%	-2%	2.4%	-1%	-3%	0%	-3%	-9.1%	11%
O=C(CCSc1nnc(-c2ccccc2)o1)N1CCOCC1	6%	0%	0.2%	10%	-8%	6%	0%	-1.2%	-2.1%
COc1cccc(NC(=S)N2CCN(C)CC2)c1	19%	0%	0.6%	5%	-10%	-18%	-4%	/	0.2%
COc1ccc(C(=O)CSC#N)cc1OC	27%	-1%	1.4%	23%	-6%	10%	3%	-3.3%	2.7%
Cc1cccc(N(C)S(=O)(=O)c2ccc3c(c2)C(C)(C)C(=O)N3C)c1	5%	-4%	0.4%	5%	-5%	21%	4%	/	1.4%
COC(=O)COn1c(SCC(=O)OC)nc2ccccc2c1=O	0%	6%	0.1%	3%	-9%	49%	-6%	-1.5%	-2.3%
COc1ccc(OC)c(NC(=O)CSc2ncccn2)c1	2%	-10%	3.8%	6%	-6%	-8%	3%	-3.3%	-3.2%
CCOc1cc(C2NN=C(c3ccccc3)S2)ccc1OCc1ccccc1Cl (configuration not stated)	10%	-4%	0.6%	12%	-3%	-3%	-2%	-1.9%	0.9%
COc1cc2ccccc2cc1C(=O)Nc1ccncc1	14%	-1%	4.3%	5%	/	/	/	/	/
O=[N+]([O-])c1ccc(Nc2ccc(F)cc2)nc1	-7%	2%	3.1%	7%	0%	8%	-7%	-3.8%	-2.4%
N#CCCn1cc(/C=N/NC(N)=S)c(-c2ccc(-c3ccccc3)cc2)n1	5%	-9%	13%	7%	5%	21%	16%	-7.1%	-2.8%
CCCNC(=O)c1cc(-c2ccc(OC)cc2)on1	5%	-8%	1.3%	6%	-6%	18%	-2%	-9.1%	3.3%
O=[N+]([O-])c1cc(C(F)(F)F)ccc1NC1CCN(Cc2ccccc2)CC1	12%	/	1.8%	/	-8%	-6%	1%	/	-0.7%
Cc1ccc(C2=NN=C(NC(=O)CSc3nc(C)cc(C)n3)SC2)cc1	33%	/	8.2%	/	1%	17%	-10%	0.5%	3.4%
O=C(CNC(=O)c1ccco1)NCC(=O)OC(C(=O)c1ccccc1)c1ccc(Cl)cc1 (configuration not stated)	-1%	0%	1.9%	0%	-2%	19%	22%	-10%	3.1%
O=C(O)CCCC(=O)Nc1ccc2c(c1)oc1ccccc12	10%	5%	3.3%	-1%	-8%	10%	4%	/	3.5%
CC(C)(O)c1ccc2c(c1)CCC1C(C)(C(=O)O)CCCC21C (configuration not stated)	3%	3%	2.0%	4%	-11%	12%	19%	/	4.0%
CO/N=C\Cc1oc(=O)c(NC(=O)c2ccccc2)cc1C(=O)OC	7%	-20%	-0.4%	5%	1%	10%	-1%	-0.7%	0.1%
O=C1CCC(c2ccccc2)=NN1Cc1c(F)cccc1Cl	11%	1%	6.2%	8%	-5%	-2%	-2%	-7.5%	0.3%
O=C(CNc1cccc2ccccc12)N/N=C/c1ccc([N+](=O)[O-])o1	7%	0%	6.3%	9%	0%	12%	61%	-3.5%	28%
N#C/C(=C(/O)CN1CCCCC1)c1nc(-c2ccc(Cl)cc2)cs1	0%	-7%	1.6%	2%	0%	-17%	3%	-2.1%	1.4%
Cc1c(-c2ccccc2)[n+](=O)c(-c2ccc(Br)cc2)c(C)n1[O-]	0%	-2%	2.5%	1%	-6%	-17%	0%	/	-1.2%
O=C(O)CCCCCN1C(=O)C2CCCCC2C1=O (configuration not stated)	-2%	-6%	2.2%	0%	17%	20%	8%	-15%	2.5%
Cc1ccc(NS(=O)(=O)c2ccc3c(c2)NC(=O)CCS3)cc1F	6%	3%	0.9%	8%	-7%	4%	0%	/	-0.6%
CC(C)Sc1nc(-c2ccccc2)cc(=O)[nH]1	5%	-8%	-0.5%	12%	-5%	-23%	3%	-3.7%	-5.1%
Cc1nc(NCCCn2ccnc2)c2ccccc2n1	-1%	-6%	1.5%	20%	-1%	-4%	2%	-1.2%	0.6%
Cc1cc(S(=O)(=O)NCc2ccc(N3CCN(C)CC3)cc2)c(C)s1	5%	/	-1.2%	/	0%	15%	2%	/	0.8%
C/C(CC(=O)Nc1cc(C)ccn1)=N\NC(=O)c1ccc(C(C)(C)C)cc1	10%	1%	0.7%	1%	-13%	-1%	-1%	/	1.2%
COc1ccccc1NC(=O)c1ccc(-c2ccccc2F)o1	-3%	3%	0.2%	-1%	3%	6%	1%	-5.3%	-0.2%
Nn1c(SCC(=O)Nc2ccccc2Br)nnc1-c1ccco1	28%	-6%	1.3%	5%	-11%	7%	3%	/	-0.3%
COc1ccc(OCC(=O)N2CCCC(CO)(CCOc3ccccc3)C2)cc1 (configuration not stated)	13%	-3%	7.9%	10%	-4%	4%	-6%	/	2.7%
CC1=CC(C)(C)Nc2ccc(OC(=O)CN3C(=O)c4ccccc4C3=O)cc21	4%	-7%	40%	22%	0%	-6%	2%	-1.3%	-2.3%
Cc1ccc2nc(NC3=NCN(C4CCCCC4)CN3)nc(C)c2c1	/	/	/	/	-6%	0%	-1%	-6.8%	1.0%

The final 2 records of the section before are carried over, then new ones follow.
SMILES	SV40 large T antigen	Dengue-2 NS5 capping	RSV antiviral HEp-2	Rac1 GTP hydrolysis	LYP inhibition	AID2073	SIAH1 antagonists	XIAP antagonists	HIV fusion peptide	others
CC1=CC(C)(C)Nc2ccc(OC(=O)CN3C(=O)c4ccccc4C3=O)cc21	4%	-7%	40%	22%	0%	-6%	2%	-1.3%	-2.3%
Cc1ccc2nc(NC3=NCN(C4CCCCC4)CN3)nc(C)c2c1	/	/	/	/	-6%	0%	-1%	-6.8%	1.0%
COc1ccc(Cc2nnc(Nc3ccc(Cl)cc3)[nH]c2=O)cc1	13%	2%	2.6%	15%	-16%	-4%	22%	/	-0.1%
COc1ccc(N2C(=O)CC(S/C(N)=N/N=C/c3ccnc4ccccc34)C2=O)cc1 (configuration not stated)	10%	/	0.4%	/	-1%	20%	12%	-1.0%	-2.0%
O=C(c1ccco1)N1CCN(Cc2nc3ccc([N+](=O)[O-])cc3c(=O)n2-c2ccccc2F)CC1	19%	1%	-0.1%	11%	-2%	-7%	3%	-2.3%	-2.1%
Cc1oc(=O)c(NC(=O)c2ccccc2)cc1C(N)=O	3%	/	-1.0%	/	0%	1%	16%	-13%	0.6%
O=C(CS(=O)(=O)c1ccccc1)Nc1nnc(Cc2ccccc2)s1	12%	-1%	2.2%	5%	-5%	-20%	1%	/	2.6%
O=C(/C(=C(\[O-])c1ccccc1)[n+]1ccc2ccccc2c1)c1ccc([N+](=O)[O-])cc1	15%	11%	2.7%	4%	2%	-4%	-1%	-11%	0.0%
COCCNC(=O)/C(C#N)=C/c1ccc(SC)cc1	13%	/	-1.3%	/	-1%	-5%	0%	-9.2%	-0.5%
Cc1cc(C)cc(NC(=O)c2cccc(NC(=O)C3C4CC5OC(=O)C3C5C4)c2)c1 (configuration not stated)	16%	-3%	2.6%	2%	-5%	0%	-3%	-2.7%	1.4%
CC(C)C(=O)Nc1nnn(C)n1	6%	-8%	1.5%	4%	2%	9%	5%	-2.1%	5.0%	Dengue-2 NS5 capping pilot replicate=4.2
COc1cc2c(O)c3c(c(-c4ccc5c(c4)OCO5)c2cc1OC)C(=O)OC3	33%	3%	-3.0%	17%	2%	22%	-5%	-5.1%	4.7%
CCOC(=O)Cc1[nH]nc2c1C(Cc1ccccc1)C(C#N)=C(N)O2 (configuration not stated)	12%	-5%	1.1%	17%	-9%	4%	0%	/	-2.6%
COc1cc(OC)cc(C(=O)Nc2ncc3c(n2)CC(C)(C)CC3=O)c1	0%	-9%	0.1%	10%	-6%	-2%	2%	-0.4%	-0.2%
O=C(CN1C(=O)c2cccc3cccc1c23)Nc1ccc(S(=O)(=O)N2CCOCC2)cc1	5%	-5%	3.3%	3%	-5%	17%	3%	-3.6%	-2.8%
